Source: PubChem BioAssay
ST2 IL33 inh – blocks human ST2 binding to IL-33. inhibition, % for hits at 17 µM. AlphaLISA ST2-Fc/biotin-IL-33 interaction, 1 h. actives 2.3% (n = 78,000). Q01638; in the data active means inhibition above about 30%; inconclusive means mostly about 10% to 28%
Target sequence (Q01638 whole entry, looked up): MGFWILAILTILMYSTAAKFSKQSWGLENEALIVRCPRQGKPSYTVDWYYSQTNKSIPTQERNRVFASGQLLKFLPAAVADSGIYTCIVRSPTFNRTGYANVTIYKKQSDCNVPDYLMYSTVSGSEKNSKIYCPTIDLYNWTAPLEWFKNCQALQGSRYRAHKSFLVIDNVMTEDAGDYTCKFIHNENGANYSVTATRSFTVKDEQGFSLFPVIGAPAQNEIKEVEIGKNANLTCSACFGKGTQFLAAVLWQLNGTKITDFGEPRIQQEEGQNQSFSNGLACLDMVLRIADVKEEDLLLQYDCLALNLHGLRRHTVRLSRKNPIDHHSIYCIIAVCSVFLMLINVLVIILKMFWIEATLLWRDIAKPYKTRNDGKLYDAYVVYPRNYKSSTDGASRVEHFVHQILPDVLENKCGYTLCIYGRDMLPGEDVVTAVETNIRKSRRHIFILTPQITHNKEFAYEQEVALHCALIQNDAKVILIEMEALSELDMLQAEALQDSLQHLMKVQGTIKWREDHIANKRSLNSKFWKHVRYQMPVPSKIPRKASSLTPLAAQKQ
An asterisk follows results filed as active; i = inactive; ? = inconclusive.

The first 5 entries, to show the layout:
| SMILES | ST2 IL33 inh |
| --- | --- |
| COc1cccc(C2C(C(=O)Nc3ccccn3)=C(C)NC3=C2C(=O)CC(C)(C)C3)c1OC (stereo not given) | i |
| Cc1nc(CC(=O)N2CCc3c(cnc(C)c3CNC(=O)/C=C/c3cccs3)C2)cs1 | 30.0%* |
| COCCn1c(CNS(=O)(=O)c2cccc(Cl)c2)nc2cccnc21 | i |
| Cc1cc(C)n(-c2cccc(CN3CCC(O)(Cc4cc(-c5ccccc5)no4)CC3)c2)n1 | i |
| O=C(Cc1ccccc1)Nc1c2c(nn1-c1ccc(Cl)cc1)CSC2 | i |

Main list (from the top)
| SMILES | ST2 IL33 inh |
| --- | --- |
| COc1cccc(C2C(C(=O)Nc3ccccn3)=C(C)NC3=C2C(=O)CC(C)(C)C3)c1OC (stereo not given) | i |
| Cc1nc(CC(=O)N2CCc3c(cnc(C)c3CNC(=O)/C=C/c3cccs3)C2)cs1 | 30.0%* |
| COCCn1c(CNS(=O)(=O)c2cccc(Cl)c2)nc2cccnc21 | i |
| Cc1cc(C)n(-c2cccc(CN3CCC(O)(Cc4cc(-c5ccccc5)no4)CC3)c2)n1 | i |
| O=C(Cc1ccccc1)Nc1c2c(nn1-c1ccc(Cl)cc1)CSC2 | i |
| COc1ccc(OCCOc2ccc(F)cc2)cc1 | i |
| O=C(NCCSc1c[nH]c2ccccc12)c1cc(Br)ccc1Cl | i |
| CCC(=O)N1CCc2cc(Br)cc(S(=O)(=O)NCc3ccc(C)cc3)c21 | i |
| CC1=C(C(=O)OCc2ccc3c(c2)OCO3)C(c2ccccc2OCc2ccccc2)NC(=O)N1 (stereo not given) | i |
| COc1ccccc1/C=C/C1=NC(=C\c2ccc(Cl)cc2)/C(=O)O1 | i |
| CC(=O)Nc1ccc(S(=O)(=O)N2CCN(c3nc(C)cc(N4CCOCC4)n3)CC2)cc1 | ? |
| O=C(/C=C/c1ccccc1Cl)Nc1cccc(C(F)(F)F)c1 | ? |
| c1ccc2c(c1)CCC[C@H]2Nc1nc2ccccc2[nH]1 | ? |
| COc1ccc(C(CC(=O)NC(C)(C)C)c2ccccc2)cc1 (stereo not given) | i |
| COc1ncccc1-c1nc2ccccc2n1CCO | i |
| COC(=O)c1ccc(C2C=C(c3ccccc3)Nc3ncnn32)cc1 (stereo not given) | i |
| Cn1c2c(c(=O)[nH]c1=O)C(c1ccc([N+](=O)[O-])o1)C1=C(N2)c2ccccc2C1=O (stereo not given) | i |
| CC1CCN(C(=O)c2cccn3c(=O)c4c5c(sc4nc23)CCCC5)CC1 | ? |
| COc1ccc(Cc2nc3cc(C)c(C)cc3[nH]c2=O)cc1Br | 31.0%* |
| COc1ccccc1OCc1cc(C(=O)NC2CCCCCC2)no1 | i |
| CCC1CN(CC(=O)NCCCn2nnc3ccccc32)Cc2cc(OC)ccc2O1 (stereo not given) | i |
| O=C(NCCO)c1cccc([N+](=O)[O-])c1 | i |
| COc1ccc(C2CC(=O)C=C(Nc3ccccc3)C2)cc1 (stereo not given) | i |
| COc1ccc(CN2CCSCC2)c(OC)c1OC | i |
| CC12CCC(c3nc4ccccc4nc31)C2(C)C (stereo not given) | i |
| CCN(CC)[C@H]1[C@@H]2OC[C@@H](O2)[C@@H](NC(=O)Nc2cccc(OC)c2)[C@@H]1O | ? |
| Cc1ccccc1NC(=O)CC(=O)N[C@H](C)c1ccccc1 | ? |
| CSc1ccc(NC(=O)c2sc3nc(-c4ccc(F)cc4)ccc3c2N)cc1 | 44.0%* |
| CC1CCCCN1CC(O)COc1ccc(C(C)(C)C)cc1 (stereo not given) | i |
| COc1cccc2ccc(CN(Cc3cccnc3)CC3CCN(C4CCCC4)CC3)nc12 | i |
| O=[N+]([O-])c1cccc(CN2CCC(N3CCCCCC3)CC2)c1 | i |
| Cc1[nH]c2c(CNC(=O)CCN3CCCO3)cc(F)cc2c1C | ? |
| CCn1ccnc1CN(C)Cc1ccc(-c2nc(C(F)(F)F)c(C)c(=O)[nH]2)cc1 | i |
| C=CCCCOc1ccc(C(=O)O)cc1 | i |
| O=C(c1cc2ccccc2o1)N1CCN(C(c2ccccc2)c2ccccc2)CC1 | i |
| COc1ccc(NC(=O)NCCc2nc3cccnc3n2C2CCCCC2)cc1OC | i |

2 successive records out of the list so far, quoted:
| SMILES | ST2 IL33 inh |
| --- | --- |
| O=C(c1cc2ccccc2o1)N1CCN(C(c2ccccc2)c2ccccc2)CC1 | i |
| COc1ccc(NC(=O)NCCc2nc3cccnc3n2C2CCCCC2)cc1OC | i |

Next section:
| SMILES | ST2 IL33 inh |
| --- | --- |
| CCOC(=O)CN(Cc1ccc(F)cc1)S(=O)(=O)c1ccc(Br)cc1 | i |
| COC(=O)c1ccc(Cn2ccnc2-c2nc[nH]c2C)cc1 | ? |
| CN(Cc1ccccc1)C(=O)c1cc2c(=O)n3ccccc3nc2n1C | i |
| COc1ccccc1N1CCC(N2CCCC(N3CCc4ccccc4C3)C2)CC1 (stereo not given) | i |
| Cc1ccccc1Cn1cc(C(=O)Nc2cc(F)ccc2F)ccc1=O | i |
| CCCOc1ccc(-c2ccc(C#N)cc2)cc1 | i |
| O=C(Nc1ccc(Br)cc1)C1CCN(S(=O)(=O)c2cccs2)CC1 | i |
| CCC(=O)Nc1cc(Cl)ccc1C(=O)N1CC[C@H](NC(C)=O)C1 | ? |
| O=S(=O)(c1ccc(F)cc1)N1CCSC1c1ccccc1Cl (stereo not given) | i |
| Cc1cc(C)c2c(N)c(S(=O)(=O)c3ccccc3)sc2n1 | i |
| c1ccc(C2(CNc3ccccn3)CCCC2)cc1 | i |
| COc1ccc(C2C(C#N)=C(N)OC3=C2C(=O)CCC3)cc1OC (stereo not given) | i |
| Cc1cccc(O)c1N=Cc1cc(Br)cc(Cl)c1O | i |
| CC1CCCCN1CCNC(=O)c1cccn2c(=O)c3c4c(sc3nc12)CCCC4 (stereo not given) | i |
| Cc1ccc(S(=O)(=O)N(C)CC(=O)Nc2ccc3c(c2)OCCO3)cc1 | i |
| COc1ccc(-c2cc(C(=O)N3CCCC3)no2)cc1 | i |
| Cc1cccc(NC(=O)CN2CCN(Cc3ccccc3Cl)S2(=O)=O)c1C | i |
| O=C(C1CC1)N1CCc2c(ncnc2NCc2cnc3ccccn23)C1 | ? |
| CCc1cccc(CC)c1N(COC)C(=O)Cn1cnc2ccccc21 | ? |
| CCc1ccc(-n2c(CN3CCN(C(=O)Nc4c(C)cccc4C)CC3)nc3cccnc32)cc1 | i |
| COC(=O)C1=CO[C@@H](O[C@@H]2O[C@H](CO)[C@@H](O)[C@H](O)[C@H]2O)/C(=C\COC(C)=O)[C@@H]1CC(=O)OCCc1ccc(O)cc1 | i |
| N#Cc1cccc(NC(=O)O[C@@H]2CO[C@H]3[C@@H]2OC[C@@H]3Nc2nccc(-c3cccs3)n2)c1 | i |
| CN(C)Cc1ccccc1-c1ccc2n(c1=O)C[C@H]1C[C@@H]2CN(S(=O)(=O)c2ccc(F)cc2)C1 | i |
| CCc1ccc2nc(N3CC(O)C3)cc(C)c2c1 | ? |
| Cc1ccc(OCCN(C)C2CCN(S(C)(=O)=O)CC2)cc1 | i |
| CSc1ccccc1NC(=O)CSc1nc2ccccc2[nH]1 | i |
| Cc1ccc(-c2n[nH]c(Cc3ccccc3)n2)cc1NC(=O)C1CCCO1 (stereo not given) | i |
| CC(C)n1cnnc1CN(C)C(=O)CC1C(=O)NCCN1CC1CCCCC1 (stereo not given) | i |
| COc1ccc(-n2c(N)c(C#N)c3nc4ccccc4nc32)cc1 | i |
| O=C(Nc1ccc2n(c1=O)C[C@H]1C[C@@H]2CN(C(=O)Nc2ccc(F)cc2)C1)c1ccccc1 | i |
| CCSc1nc2c(sc3ccccc32)c(=O)n1C(C)C | i |
| Clc1ccc(-c2csc(-c3cccnc3)n2)cc1 | ? |
| CSc1ccc(-c2nc3cnccn3c2Nc2ccc(C)cc2)cc1 | i |
| O=C(Nc1nnc(N=Cc2cccs2)s1)c1cc([N+](=O)[O-])cc([N+](=O)[O-])c1 | i |
| COCC(=O)Nc1cc(C(=O)N(C)CCc2cnn(C)c2)cc2nc(-c3ccccc3)n(C)c12 | i |
| O=C(NC1CCC(n2cnnc2)CC1)C1(c2ccccc2)CC12CCCC2 (stereo not given) | i |
| COC(=O)[C@@H]1C[C@H](NC(=O)c2cc3sccc3[nH]2)CN1C | ? |
| Cc1ccc(NC(=O)N2CCC(n3c(C)nc4cccnc43)CC2)cc1F | i |
| C=CCN1C(=O)c2ccccc2Sc2ccc(C(=O)NCCc3ccccc3)cc21 | i |
| O=C(CSc1nc2c(sc3ccccc32)c(=O)n1CC1CCCO1)Nc1ccc(F)cc1 (stereo not given) | i |
| O=c1ccc2ccc(O[C@@H]3O[C@H](CO)[C@@H](O)[C@H](O)[C@H]3O)cc2o1 | i |
| Clc1ccc(CNCc2cccnc2N2CCN(c3ccccn3)CC2)cc1 | ? |
| c1cncc(-c2cn(CC3CCCN(c4cnc5ccccc5n4)C3)nn2)c1 (stereo not given) | i |
| CC1CN(Cc2nc3c(c(=O)[nH]c(=O)n3C)n2CC(N)=O)CC(C)O1 (stereo not given) | i |
| CC(=O)c1cccc(NC(=O)C(C)c2ccccc2)c1 (stereo not given) | i |
| COc1ccc(/C=C2/C(=O)N(c3ccc(Cl)c(Cl)c3)N=C2C)cc1[N+](=O)[O-] | i |
| CC(C)c1cc(C2CCN(C(=O)c3n[nH]c(=O)c4ccccc34)CC2)[nH]n1 | ? |
| CCc1ccccc1NC(=O)c1ccccc1F | i |
| c1ccc(-c2ncn(CC3CCCCO3)c2-c2ccnc3ccccc23)cc1 (stereo not given) | ? |
| CCc1[nH]c2ccc(CNC(=O)c3ccn[nH]3)cc2c1C | i |
| COc1cccc(CN2CCCC(O)(CN3CCSCC3)C2=O)c1OC (stereo not given) | i |
| COc1ccc(NC(=O)CSc2nnc3c4ccccc4n(C)c3n2)cc1 | ? |
| Cc1nn(Cc2ccc(F)cc2)c(C)c1NC(=O)c1cc(-c2cccs2)on1 | i |
| O=C(CC[C@@H]1CNC(=O)[C@@H]2C[C@H](NC(=O)Nc3ccc(F)cc3F)CN12)NC1CC1 | i |
| CCOC(=O)CC(=O)CSc1nc(C)c2cc(C)c(C)cc2n1 | i |
| COc1cccc(SCC(=O)Nc2cnc3n2CCCC3)c1 | i |
| COc1ccc(CCCC(=O)O)cc1C | i |
| Cc1ccnc(NC(=O)CN2C(=O)CCc3cc(S(=O)(=O)N4CCCC4)ccc32)c1 | i |
| COc1ccc(CNc2ccc3c(c2)ncn3C)c(OC)c1 | ? |
| COc1cc(/C=C2/C(=O)N(c3ccc(Br)cc3)N=C2C)cc([N+](=O)[O-])c1O | i |

(cont.)
| SMILES | ST2 IL33 inh |
| --- | --- |
| CCOc1ccc(-c2nc[nH]c2-c2ccccc2)cc1CO | ? |
| CCC(=O)Oc1ccc2c(=O)c(Oc3cc(C)cc(C)c3)coc2c1 | i |
| CN(Cc1cn[nH]c1-c1ccc(F)cc1)Cc1cccn1-c1nccs1 | i |
| COc1cccc(OCC(=O)Nc2c(C(=O)Nc3cccc(F)c3)oc3ccccc23)c1 | i |
| CCCN1CCN(CCCNC(=O)CN2C(=O)C(CC)Oc3ccccc32)CC1 (stereo not given) | ? |
| CSc1ccc(-c2nc(CSCC(=O)NCCC3=CCCCC3)c(C)o2)cc1 | i |
| O=C(c1ccccc1Oc1ccccc1)N1CCOC2(CNCCOC2)C1 (stereo not given) | i |
| Cc1cc(C(F)(F)F)nc(CCNC(=O)c2cn(Cc3ccccc3F)nn2)n1 | i |
| CCc1ccc(C2CC(c3ccccc3Cl)Nc3ncnn32)cc1 (stereo not given) | i |
| Cc1cc(=O)oc2c1c(C)nn2-c1cccc(F)c1 | i |
| COc1ccc(C(=O)N2CCNCC2C(=O)N2CCOCC2)cc1Cl (stereo not given) | i |
| O=C(Nc1ncn[nH]1)c1ccccc1O | i |
| CN1CCN(c2nc3c(=O)[nH]cnc3n2C2OC(CO)C(O)C2O)CC1 (stereo not given) | i |
| CCCc1cnc(C)nc1-c1cc(N)nc2[nH]ccc12 | ? |
| CN(CC(=O)NC1CCCCCC1)S(=O)(=O)c1ccc2c(c1)CCC(=O)N2 | ? |
| N#CC1=C(N)Oc2cc(O)ccc2C1c1ccccc1 (stereo not given) | ? |
| CCc1ccc(C2NC(=O)NC3=C2C(=O)CC(C)(C)C3)cc1 (stereo not given) | i |
| COc1cccc(-c2n[nH]c3c2CN(C(=O)C2(C)CC(C)=NO2)CC3)c1 (stereo not given) | ? |
| Clc1cccc(-c2cn3ccsc3n2)c1 | i |
| O=C(NCc1ccccc1)c1ccccc1-c1nc2ccccc2[nH]1 | i |
| COc1ccc2c(CN3CCC(OCc4cccnc4)CC3)[nH]nc2c1 | ? |
| O=C(NC1CCCCC1)c1cc(-c2ccc3c(c2)OCO3)on1 | i |
| CNc1nc(N2CCOC(C(F)(F)F)C2)ncc1F (stereo not given) | i |
| CC(CC(N)=O)c1ccccc1 (stereo not given) | ? |
| O=C(c1scc2c1OCCO2)N1CCCC1c1ccccn1 (stereo not given) | i |
| CCOC(=O)Cn1c(=O)n(-c2ccc(C)c(C)c2)c2nc(-c3ccccc3OC)nc(C(N)=O)c21 | ? |
| COC(=O)c1ccc(C2C(C(=O)Nc3ccc(C)cc3C)=C(C)Nc3nnnn32)cc1 (stereo not given) | i |
| CC(C)(CC(=O)O)CC(=O)N1CCN2C(=O)N(Cc3ccccc3)C(=O)[C@H]2C1 | i |
| CCOC(=O)C1CCN(C(=O)C2c3ccccc3C(=O)N3CCc4ccccc4C23)CC1 (stereo not given) | i |
| O=C(Nc1ccccc1)c1ccc(O)c([N+](=O)[O-])c1 | i |
| Fc1cccc2sc(N3CCc4ccccc4C3)nc12 | i |
| COc1ccc(Nc2ncnc(N)c2[N+](=O)[O-])cc1OC | i |
| Cc1cc(N2CCOCC2)nc(N2CCN(S(=O)(=O)c3ccc(Cl)cc3)CC2)n1 | ? |
| COc1ccc(-c2cc(N3CCN(S(=O)(=O)c4cccc(Cl)c4)CC3)ncn2)cc1 | i |
| CCCN1CCN(C(=O)c2sc3nc(C)nc(N4CCN(c5ccccn5)CC4)c3c2C)CC1 | i |
| O=C1NC[C@@H](CCC(=O)N2CCOCC2)N2C[C@@H](NC(=S)NCc3ccco3)C[C@@H]12 | i |

Not all compounds are listed, so the mix of outcomes need not match the whole.
